# TAAR1 antagonist: human TAAR1 antagonists, primary screen, Fluo-8 calcium fluorescence, CHO RD-HGA16 cells; Trace amine-associated receptor 1 (Homo sapiens), Q96RJ0; AID 624466, 2012; inhibition, % at 3 µM; 360,000 compounds, 1.5% hits; antagonist;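 active means inhibition above a per-plate cutoff, the mean inhibition of test compounds on that plate plus 3 SD, cut at about 49% in these data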;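 further: 0% = DMSO plus EC80 beta-PEA response and 100% = DMSO alone without agonist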
#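 Test system: CHO RD-HGA16 cells bearing hTAAR1 | Reagent: β-PEA, EC80 | Compound dosing: 3 µM, single point | Schedule: Dye loading 75 min at 37 °C, then 30 min room temperature | Signal: Calcium fluorescence with Fluo-8 | Evaluation: Percent inhibition of PEA-evoked calcium signal, max/basal emission ratio | Control set: DMSO-only wells and EC80 β-PEA-stimulated wells | Repeats: Singlicate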
# TAAR1 ag: human TAAR1 agonists, primary screen, Fluo-8 calcium fluorescence, CHO RD-HGA16 cells. Trace amine-associated receptor 1 (Homo sapiens), Q96RJ0. vehicle wells 0%, saturating PEA agonist 100%. activation, % at 3 µM. 360,000 compounds, 0.99% hits. AID 624467, 2012;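 active means activation above the mean activation of all test compounds in the run plus 3 SD, cut at about 38% in these data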
#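 System: CHO-derived RD-HGA16 cells with stable Gα16 and human TAAR1 / Times: 17-24 h plating, Fluo-8 75 min 37 °C, 30 min RT / Technique: calcium-sensitive Fluo-8 signal, excitation 470-495, emission 515-575 nm / Measure: % activation relative to PEA EC100 response / Benchmarks: DMSO and PEA EC100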
# CRFBP-R2 agonist: agonists of CRF-BP/CRF-R2 complex, primary screen, cell-based, HEK293, calcium dye fluorescence, uHTS; CRF-binding protein / CRF receptor 2 complex (human); calcium dye fluorescence (FLIPR); percent of saturating CRF peptide response; 350,000 compounds, 0.46% hits; activation, % at 13.2 µM; AID 588473, 2011;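 active means activation of at least 50%, plus an integration ratio under a set limit after plate pattern correction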;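 further: plate controls were neutral control wells without compound for no effect and CRF at EC100 for full effect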
# CRFR2-BP antag: antagonists of CRF-BP/CRF-R2 complex, primary screen, cell-based, HEK293, calcium dye fluorescence, uHTS. CRF-induced calcium fluorescence. inhibition, % at 11.8 µM. 350,000 compounds, 0.59% hits. AID 588475, 2011;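 active means inhibition of the ligand-induced calcium signal above about 50% at the single tested concentration, limit read from the data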
# M5 antag: human M5 muscarinic receptor antagonists, primary screen, CHO cells, Fluo-8 calcium fluorescence | inhibition, % at 3 µM | CHO-hM5 cells, ACh EC80 | Muscarinic acetylcholine receptor M5 (Homo sapiens), P08912 | 360,000 compounds, 0.59% hits;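 active means inhibition above a per-plate cutoff, the mean of that plate's test compounds plus 3 SD, cut at about 27% in these data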;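 further: 0% = acetylcholine EC80 with DMSO and 100% = DMSO without agonist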
# Target sequence (P08912 whole entry, looked up): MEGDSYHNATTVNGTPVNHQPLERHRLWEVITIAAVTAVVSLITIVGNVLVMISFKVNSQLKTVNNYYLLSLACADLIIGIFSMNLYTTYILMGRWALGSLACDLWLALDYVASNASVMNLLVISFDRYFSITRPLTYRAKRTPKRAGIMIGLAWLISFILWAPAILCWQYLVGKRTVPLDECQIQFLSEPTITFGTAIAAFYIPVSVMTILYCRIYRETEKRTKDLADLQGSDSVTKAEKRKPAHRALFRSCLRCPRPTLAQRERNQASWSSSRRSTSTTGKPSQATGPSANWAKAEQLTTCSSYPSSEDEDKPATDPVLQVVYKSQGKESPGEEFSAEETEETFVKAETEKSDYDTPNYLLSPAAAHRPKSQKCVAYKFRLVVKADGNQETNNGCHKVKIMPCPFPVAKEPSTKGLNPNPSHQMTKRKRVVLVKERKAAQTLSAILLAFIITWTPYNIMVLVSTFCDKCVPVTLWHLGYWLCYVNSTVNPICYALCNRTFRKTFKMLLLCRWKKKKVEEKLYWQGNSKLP
# CHRM5 PAM: human M5 muscarinic receptor positive allosteric modulators, primary screen, CHO-K1 cells, Fluo-8 calcium fluorescence; Muscarinic acetylcholine receptor M5 (Homo sapiens), P08912; CHO-K1 hM5, ACh EC20 PAM; 0% = ACh EC20, 100% = ACh EC100; activation, % at 3 µM; 360,000 compounds, 0.3% hits; AID 624038, 2012;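 active means activation above the run cutoff, the mean activation of all test compounds plus 3 SD, cut at about 18% in these data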
#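 Assay system: CHO-K1 hM5 cells. Also added: acetylcholine at EC20 concentration, added after compound. Dosing: 3 µM, single dose. Times: compound preincubation 140 s before EC20 acetylcholine addition. Signal: Fluo-8 calcium fluorescence. Measure: % activation relative to EC20 and EC100 ACh responses. Repeats: singlicate, one well per test compound.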
# CHRM4 PAM: human M4 muscarinic receptor positive allosteric modulators, primary screen, CHO-K1 cells, Fluo-8 calcium fluorescence | Muscarinic acetylcholine receptor M4 (Homo sapiens), P08173 | CHO-K1 hM4/Gqi5, ACh EC20; 0% = ACh EC20, 100% = maximal ACh | activation, % at 3 µM | 360,000 compounds, 0.4% hits | AID 624126, 2012;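 active means activation above its plate's cutoff, the mean activation of sample wells plus 3 SD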; further: some results filed as inactive read as strong as hits
# Target sequence (P08173 whole entry, looked up): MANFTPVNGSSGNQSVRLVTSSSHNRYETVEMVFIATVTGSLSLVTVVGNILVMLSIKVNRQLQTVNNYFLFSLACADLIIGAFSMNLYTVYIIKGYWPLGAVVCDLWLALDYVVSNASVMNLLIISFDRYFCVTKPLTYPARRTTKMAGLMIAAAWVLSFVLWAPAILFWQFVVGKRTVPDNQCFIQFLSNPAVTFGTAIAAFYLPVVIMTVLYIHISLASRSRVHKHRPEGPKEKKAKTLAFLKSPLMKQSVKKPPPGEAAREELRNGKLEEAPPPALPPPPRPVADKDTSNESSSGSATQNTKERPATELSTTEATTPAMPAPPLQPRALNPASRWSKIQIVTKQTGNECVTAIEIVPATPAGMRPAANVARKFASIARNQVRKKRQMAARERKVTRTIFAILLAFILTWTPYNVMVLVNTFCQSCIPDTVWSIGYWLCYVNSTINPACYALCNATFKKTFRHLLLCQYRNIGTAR
# M1 PAM parental: nonselective calcium activators in parental CHO-K1 cells, primary screen, counter-screen for M1 PAM project, cell-based, Fluo-8 calcium fluorescence, full deck, 1536-well | ATP EC20; 0% at ATP EC20, 100% at ATP max | activation, % at 3 µM | 360,000 compounds, 0.02% hits | AID 602247, 2012;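 active means activation above the run cutoff, the mean activation of all test compounds plus 3 SD, cut at about 40% in these data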;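 further: peak over basal fluorescence ratio in a 140 s read after ATP addition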
# M5 ag: human M5 muscarinic receptor agonists, primary screen, CHO-K1 cells, Fluo-8 calcium fluorescence; Muscarinic acetylcholine receptor M5 (Homo sapiens), P08912; CHO-K1 hM5 cells; 0% DMSO wells, 100% maximal acetylcholine response; activation, % at 3 µM; 360,000 compounds, 0.19% hits; AID 624037, 2012;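 active means activation above the run's mean over test compounds plus 3 SD, cut at about 23% in these data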;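 further: signal is peak over basal fluorescence ratio across the kinetic read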
# * hit, by the source's call; / = no result given.
mol,TAAR1 antagonist,TAAR1 ag,CRFBP-R2 agonist,CRFR2-BP antag,M5 antag,CHRM5 PAM,CHRM4 PAM,M1 PAM parental,M5 ag
CCCCNC(=O)NNC(=O)c1ccoc1C,2,3,2.5,-9,2,-2,2,14,-3
O=C(NC1CCCN(Cc2ccc(Cl)cc2)C1)c1cnc2ccccn2c1=O (stereo not drawn),-7,-1,0.1,-2,2,-1,1,7,-4
CSC1=N/C(=C\c2ccc(Br)o2)C(=O)S1,1,-2,1.6,-2,5,-1,1,19,-1
CCOC(=O)Cn1cnc2c(C#N)c3n(c2c1=O)CCCCC3,17,3,2.5,-25,-10,-1,9,19,-2
Cc1cccc(N=Cc2c(O)cc(C)oc2=O)c1,11,3,-2.1,1,1,-7,-7,-9,-2
Cc1ccc(OC(C)C(=O)O)cc1C (stereo not drawn),5,0,-0.2,-3,-3,-1,3,-1,-4
CC(=O)N(c1cc(C)ccc1C)c1ccccc1[N+](=O)[O-],-33,1,0.2,-7,12,-6,5,-9,-2
COc1cc(C(=O)NNc2nc3cc4c(cc3s2)OCO4)cc(OC)c1OC,7,1,-0.6,3,-1,-2,5,1,0
CCOC(=O)C1C(=O)C=C(N2CCOCC2)CC1c1cccc(OC)c1 (stereo not drawn),9,9,0.5,34,-4,3,4,17,-1
COC(=O)c1cc(Cl)cc2c(CCO)c[nH]c12,-7,1,-0.3,4,9,-6,5,-1,-4
Cc1ccc(CN2CCN(/N=C/c3cc(Br)cc(Br)c3O)CC2)cc1,6,0,6.1,-17,3,0,-5,5,0
Cc1cc(NC(=O)CSc2nncn2N)no1,12,1,1.9,3,-7,0,9,17,-5
O=C(CN(c1ccc(F)cc1)S(=O)(=O)c1ccc2c(c1)OCCO2)NCc1ccncc1,12,11,-1.2,1,5,-7,-11,-6,-2
Cc1cc(C)c2ccc(/C=N/O)nc2c1O,-9,0,-0.8,1,-5,6,9,13,2
O=C(COC(=O)CCc1ccc(S(=O)(=O)N2CCOCC2)cc1)NC(=O)NC1CCCCC1,16,18,-0.3,-5,5,-19,-2,-5,5
O=C(Nc1cccnc1)Nc1cccc(F)c1,31,52*,-0.6,2,4,-12,-6,-6,3
CC(C)NC(=O)NC(=O)COC(=O)c1ccc(F)cc1F,21,-1,-0.3,10,-5,7,12,-11,1
O=C(Cn1c(CN2CCCCC2)nc2ccccc2c1=O)NC1CCCCC1,-13,-2,0.7,-20,-4,-8,6,3,-2
CCO/C(C)=N/Oc1cncnc1,-4,1,/,/,-3,-1,1,3,3
CCOC(=O)c1oc2ccccc2c1CSc1nnc(-c2ccco2)o1,-3,10,0.1,-18,-2,-3,1,-3,-1
Cn1c(CNC(=O)Nc2ccccc2Cl)nnc1SCc1ccccc1,-7,18,-2.2,-39,-11,13,15,18,-1
O=C(COc1ccc(-n2cnnn2)cc1)N1CCN(c2ccc(F)cc2)CC1,-4,5,0.4,44,3,-10,-13,-5,1
COC(=O)N/N=C(\C)c1ccccc1Br,-3,3,0.8,-34,0,2,0,20,-3
O=C(COC(=O)c1cccc(Oc2ccccc2)c1)NCc1ccco1,24,5,0.4,19,-1,-2,-2,-2,-5
CCOC(=O)c1cc(-c2cccnc2)nn1-c1ccccn1,6,17,-2.1,12,0,-2,1,10,-1
CC(=O)N(c1nc(CCl)cs1)c1cccc(C)c1C,1,2,-1.8,7,4,2,0,18,-1
CCCCN(C)S(=O)(=O)c1cc2c3c(c1)CCC(=O)N3CCC2,2,2,-0.9,-6,14,-4,-8,-11,-1
COc1cc2c(Cc3ccccc3)cncc2cc1O,5,5,-3.6,-18,-1,-9,4,1,5
CCCCC1CC(CSC(=N)N)OC1=O (stereo not drawn),11,1,-1.4,24,1,-12,-4,9,-13
c1ccc(C(c2ccccn2)c2ccccn2)cc1,13,-1,-0.8,29,-1,-2,2,14,-7
COc1cc(C)c2c(c1C=O)Oc1c(c(C)c(O)c3c1C(O)OC3=O)OC2=O (stereo not drawn),-16,0,-1.1,4,2,-8,-2,-15,3
Cc1ccc(NC(=O)Cn2c(=O)ccn(Cc3ccccc3)c2=O)cc1S(=O)(=O)N1CCOCC1,5,6,-0.8,-1,-4,0,1,5,2
CCOC(=O)CC(=O)NC1(Cc2ccc(O)cc2)CCCCC1,-5,3,1.2,4,-9,6,-1,21,-2
COc1ccc(N(C(=O)C2CCCCC2)S(=O)(=O)c2cccc3cccnc23)cc1,-9,1,-2.2,-21,3,3,2,16,-2
CN1CCN(c2nc(-c3ccccc3)nc(-c3ccc(F)cc3)c2C#N)CC1,-12,15,-1.0,-29,-6,10,-3,28,0
O=C(c1ccccc1)c1ccc(C(=O)N2CCCC(C(F)(F)F)C2)cc1 (stereo not drawn),-14,0,-0.9,-17,6,-7,2,14,1
COc1cc(/C=N/NC(=O)C2CCN(CC(O)COCc3ccccc3)CC2)ccc1O (stereo not drawn),-8,8,-0.2,-2,-4,3,6,20,0
CCOC(=O)[C@]12CCCC=C1N(Cc1ccccc1)C(=O)[C@H](CC(=O)NCC1CCCCC1)C2,1,-1,/,/,-8,6,19,/,-1
O=C(NCCN1CCN(C(=O)c2ccc(F)cc2)CC1)C(=O)NCc1ccccc1,-6,0,-1.3,3,9,-4,3,-18,-3
Cc1cc(NC(=O)NCc2ccccc2)c(=O)n(Cc2ccc(F)cc2)c1,-12,-2,-1.0,6,-1,-1,-3,3,2
CCC(=O)N1CCN=C1SCc1c(F)cccc1Cl,-21,-1,-0.7,-14,-7,2,4,-15,-3
CC1CN(CC(=O)NCc2ccc(Cl)cc2)CC(C)O1 (stereo not drawn),-15,0,0.1,-5,8,0,1,11,1
Cc1ccc(-c2nnnn2CS(=O)(=O)c2ccccc2)cc1,4,11,-1.3,4,-11,4,0,-4,-8
COc1ccc(OCCOCC(O)CN2CCOCC2)cc1 (stereo not drawn),-14,-3,-0.9,4,2,3,0,19,-2
O=C(c1ccc(Cl)cc1)c1ccccc1C(=O)N1CCOCC1,-18,7,-1.2,-2,-2,-2,1,-7,1
CC(=O)Nc1ccc(S(=O)(=O)N2CCC(C(=O)O)CC2)cc1,1,0,-1.0,-1,5,3,0,8,3
CCCS(=O)(=O)N1CCCC(C(=O)NCCCN(C)Cc2ccccc2)C1 (stereo not drawn),-37,7,0.0,16,3,0,-1,-6,-2
O=[N+]([O-])c1ccc(S(=O)(=O)N/N=C/c2ccsc2)cc1,-34,5,-2.4,4,4,3,-6,-7,-3
CCOc1ccc(S(=O)(=O)N2CCCC(C(=O)N3CCN(c4ccccc4)CC3)C2)cc1 (stereo not drawn),-6,-2,-0.9,3,-3,-7,-8,15,-1
O=C(NNS(=O)(=O)c1ccc2ccccc2c1)c1cccs1,-10,6,5.6,-9,1,-10,2,-14,2

# The list goes on:
mol,TAAR1 antagonist,TAAR1 ag,CRFBP-R2 agonist,CRFR2-BP antag,M5 antag,CHRM5 PAM,CHRM4 PAM,M1 PAM parental,M5 ag
COc1cccc2c(=O)n(CC(=O)N3CCN(c4ccccc4)CC3)ccc12,11,-1,-7.9,22,5,-6,-1,-6,1
C[C@H](NC(=O)c1ccccc1Cl)C(=O)OCCOc1ccc(Cl)cc1,-27,-2,-5.5,-3,3,0,-4,16,-2
C[C@@H]1Cn2cnc(C(=O)N[C@@H](C)C(=O)OC(C)(C)C)c2C(=O)N1,-16,0,0.3,6,0,1,2,19,1
CN(C)c1nc(N)nc2c1ncn2C1OC(CO)CC1O (stereo not drawn),-18,2,/,/,2,-3,8,-9,-2
Oc1ccc(Cl)cc1/C=C/c1ccc2cccc(O)c2n1,29,5,3.1,3,-1,-4,6,8,-5
COCCCN(Cc1ccco1)C(=O)Cn1ncc2c([nH]c3ccccc32)c1=O,46,21,-0.1,-8,18,-11,-6,-5,0
N#CCC(=O)Nc1ccc(C(=O)OCC(=O)NNC(=O)c2cccs2)cc1,-27,5,2.7,55*,1,4,7,-18,5
CC(=O)N1CCN(C(=O)c2cccc(S(=O)(=O)N3CCN(c4ccc(F)cc4)CC3)c2)CC1,-21,1,-0.5,0,5,-3,-6,-16,0
CN(CC(=O)Nc1ccc(S(=O)(=O)N2CCOCC2)cc1)Cc1ccc(F)cc1,1,2,0.0,8,-9,3,-1,-9,0
N#CCCn1c(SCC(=O)Nc2ccc(N3CCOCC3)cc2)nc2ccccc21,-13,3,-5.0,-2,-3,-3,-7,11,-1

# Among those listed so far, 2 contain an NH in an aromatic ring:
mol,TAAR1 antagonist,TAAR1 ag,CRFBP-R2 agonist,CRFR2-BP antag,M5 antag,CHRM5 PAM,CHRM4 PAM,M1 PAM parental,M5 ag
COC(=O)c1cc(Cl)cc2c(CCO)c[nH]c12,-7,1,-0.3,4,9,-6,5,-1,-4
COCCCN(Cc1ccco1)C(=O)Cn1ncc2c([nH]c3ccccc32)c1=O,46,21,-0.1,-8,18,-11,-6,-5,0

# The listing continues.
mol,TAAR1 antagonist,TAAR1 ag,CRFBP-R2 agonist,CRFR2-BP antag,M5 antag,CHRM5 PAM,CHRM4 PAM,M1 PAM parental,M5 ag
COc1ccc(/C=C/C(=O)Nc2sc3c(c2C(=O)NCc2cccnc2)CCCC3)cc1,26,10,0.0,1,6,-8,-7,5,-2
COc1ccc(Cn2c(=O)[nH]c3cc(C(=O)NCCCOC(C)C)ccc3c2=O)cc1,-11,1,-3.1,5,9,9,-2,9,-1
COc1ccc(CCN(C)C(=O)CCCN2C(=O)c3cccc4cccc(c34)C2=O)cc1OC,4,3,-2.8,8,-9,-3,0,7,0
O=C(NCCN1CCOCC1)c1ccncc1,-10,3,-0.2,-13,-1,4,0,23,-1
CCOC(=O)c1c(-c2ccc(C)o2)csc1NC(=O)CSc1nnnn1-c1ccccc1,21,1,-0.8,11,7,-5,-8,13,0
O=C(CSc1cccc[n+]1[O-])NCC1CCCCC1,-12,2,-0.2,-6,-8,14,8,13,6
CN(C)CCCN(C(=O)c1ccco1)c1nc2cc3c(cc2s1)OCO3,-18,3,-2.4,-3,-7,0,5,2,-5

# Screening data deposited in PubChem BioAssay by several laboratories.
